PABP1 MLLE inh = inhibitors of microRNA-mediated deadenylation, human PABP1 MLLE binding | GST-MLLE / FITC-PAM2 fluorescence polarization | 360,000 tested, 0.36% active | AID 588489 | inhibition, % at 20 µM; in the data active = inhibition above about 35%, passing the limit was not always enough;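 also: plate controls were DMSO wells with GST-MLLE for no effect and wells lacking GST-MLLE protein for full effect; some results filed as inactive read as strong as hits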
Tb MetRS inh = Trypanosoma brucei MetRS inhibition; 360,000 tested, 0.4% active; purified T. brucei MetRS, ATP depletion, Kinase-Glo luminescence; inhibition, % at 11.9 µM;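 active = inhibition above a per-plate cutoff of the control wells' mean inhibition plus 3 SD, cut at about 5.5% in these data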;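 also: 0% = DMSO wells median and 100% = median of wells with control inhibitor compound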
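Dosing: 11.9 µM compound single dose, 0.9% DMSO; Assay system: purified T. brucei MetRS enzyme; Measured by: Kinase-Glo luciferase luminescence reporting remaining unconsumed ATP; Schedule: 15 min plus 2 h at 25 °C.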
NadD block = inhibitors of Staphylococcus aureus NadD. purified NadD enzyme, colorimetric absorbance read-out. inhibition, % at 20 µM. 360,000 tested, 0.78% active; in the data active = inhibition above about 26%; also: some compounds past the cut are filed as inactive
STEP inh = STEP (human) phosphatase inhibition | P54829 | recombinant STEP, OMFP fluorogenic substrate, fluorescence | inhibition, % at 20 µM | 360,000 tested, 0.25% active | AID 588621;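 active = inhibition at 20 µM, scaled per plate between control wells, above about 37%, limit read from the data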;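 also: 0% = DMSO with enzyme and substrate and 100% = substrate only without enzyme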
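System: STEP phosphatase, cell-free reaction; Buffer or medium: Bis-Tris pH 6.0 buffer with DTT, detergent; Incubation: 20 min at room temperature, dark; Measured by: fluorescence, 480/540 nm.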
Rpn11 inh = Rpn11 (human) deubiquitinase inhibition; O00487; human 26S proteasome, Ub4-pepOG fluorescence polarization; 20S core pre-blocked with epoxomicin; calls only at 20 µM; 360,000 tested, 0.59% active; AID 588493;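 active = inhibition at 20 µM, scaled to each plate's controls, above about 33%, limit read from the data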
DNMT1 block = DNMT1 (human) enzyme inhibition | P26358 | DNMT1 molecular beacon, Hinp1I cleavage, fluorescence | inhibition (reported as % activation of signal), % at 10 µM | 360,000 tested, 0.83% active; in the data active = inhibition above about 50%
Target sequence (P26358 504-1616 limits assumed): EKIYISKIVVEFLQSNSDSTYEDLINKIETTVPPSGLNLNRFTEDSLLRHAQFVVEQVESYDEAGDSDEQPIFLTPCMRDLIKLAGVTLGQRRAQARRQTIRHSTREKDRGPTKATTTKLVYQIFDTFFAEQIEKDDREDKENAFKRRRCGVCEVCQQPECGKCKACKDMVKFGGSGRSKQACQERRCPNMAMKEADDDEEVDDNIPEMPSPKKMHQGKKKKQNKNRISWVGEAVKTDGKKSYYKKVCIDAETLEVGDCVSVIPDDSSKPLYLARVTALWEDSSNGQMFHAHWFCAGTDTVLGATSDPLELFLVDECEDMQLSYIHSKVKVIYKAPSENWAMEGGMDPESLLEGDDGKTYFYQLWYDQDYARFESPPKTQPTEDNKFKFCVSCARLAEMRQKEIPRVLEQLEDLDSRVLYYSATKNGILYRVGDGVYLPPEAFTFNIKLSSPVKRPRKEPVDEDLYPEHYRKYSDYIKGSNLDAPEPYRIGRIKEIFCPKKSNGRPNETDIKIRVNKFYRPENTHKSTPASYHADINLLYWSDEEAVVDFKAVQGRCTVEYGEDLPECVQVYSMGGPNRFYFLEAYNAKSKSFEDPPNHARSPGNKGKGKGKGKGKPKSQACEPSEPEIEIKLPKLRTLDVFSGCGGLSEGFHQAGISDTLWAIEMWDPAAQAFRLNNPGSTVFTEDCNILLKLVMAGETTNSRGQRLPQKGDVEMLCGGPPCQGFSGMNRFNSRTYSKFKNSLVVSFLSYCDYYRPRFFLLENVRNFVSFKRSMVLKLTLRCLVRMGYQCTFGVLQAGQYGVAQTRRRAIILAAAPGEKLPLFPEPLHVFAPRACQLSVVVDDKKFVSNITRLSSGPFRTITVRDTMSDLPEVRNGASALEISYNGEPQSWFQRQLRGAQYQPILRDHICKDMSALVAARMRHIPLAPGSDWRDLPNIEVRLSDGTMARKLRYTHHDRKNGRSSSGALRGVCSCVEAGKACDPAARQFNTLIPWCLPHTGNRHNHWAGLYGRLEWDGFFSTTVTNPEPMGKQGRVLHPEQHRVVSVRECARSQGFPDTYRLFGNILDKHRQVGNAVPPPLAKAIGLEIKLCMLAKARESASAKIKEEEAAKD
LMPTP block = LMPTP (human) inhibition; P24666; recombinant LMPTP-A, OMFP fluorogenic substrate, fluorescence intensity; inhibition, % at 20 µM; 360,000 tested, 0.22% active; AID 651560;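 active = compounds that cut the enzyme signal by at least half of the control window in the single-dose screen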;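 also: plate controls were DMSO wells with enzyme plus substrate for no effect and substrate without enzyme for full effect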
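test system = LMPTP-A | amount = 0.625 nM LMPTP-A final | reagent = fluorogenic phosphatase substrate OMFP at 400 µM final | incubation = 50 min at room temperature | benchmarks = no-enzyme low control, uninhibited high control | medium = Bis-Tris pH 6.0, DTT, detergent | signal = fluorescence intensity of OMFP turnover product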
Scp1 inh = inhibitors of human Scp-1 phosphatase; Q9GZU7; Recombinant Scp1, phosphopeptide, malachite green phosphate absorbance; inhibition, % at 20 µM; 340,000 tested, 0.88% active; AID 493091;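 active = inhibition above about 50% at 20 µM, limit read from the data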;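 also: plate controls were DMSO wells with enzyme for no effect and wells lacking enzyme for full effect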
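Material: truncated SCP-1 phosphatase (76-261aa) / Buffer or medium: 50 mM Tris acetate pH 5.5, 0.005% Tween-20, 10 mM MgCl2 / Compound dosing: one concentration, 20 µM, with 1.0% DMSO / Incubation: 45 min room-temperature reaction, 5 min colour, 30 min stabiliser / Detection: colorimetric free-phosphate detection, absorbance 630 nm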
SUMO1-SIM PPI = alters human SUMO1 binding to SIM partners. SUMO1 binding to a labelled peptide, TR-FRET, 1 h. AID 602429. P63165. 360,000 tested, 0.33% active. inhibition, % at 20 µM; in the data active = inhibition above about 37%
CSN inh = inhibitors of human CSN-mediated cullin deneddylation; Q92905; Purified CSN, SCF-Nedd8-OG deneddylation, fluorescence polarization; 360,000 tested, 0.38% active; AID 651999; inhibition, % at 12.5 µM;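 active = pattern-corrected inhibition above about 35%, with an unprinted fluorescence ratio check between 0.5 and 1.5, limit read from the data, passing the limit was not always enough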;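 also: 0% = enzyme with substrate and 100% = substrate without enzyme; some results filed as inactive read as strong as hits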
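Test system: purified human Csn5 enzyme expressed in HEK293T cells. Amount: 0.24 nM enzyme. Reagent: SCFSkp2-Nedd8OG substrate at 10 nM final. Schedule: 90 min incubation of compound, enzyme and substrate at room temperature. Detection: fluorescence polarization. Read-out: % inhibition of substrate cleavage by Csn5.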
Active calls of the source: *; i = inactive; x = not tested or not shown; + = active, no number.

Short forms – A = PABP1 MLLE inh; B = Tb MetRS inh; C = NadD block; D = STEP inh; E = Rpn11 inh; F = DNMT1 block; G = LMPTP block; H = Scp1 inh; I = SUMO1-SIM PPI; J = CSN inh
CC1=C/C(=N\OS(=O)(=O)c2ccccc2)C(C(C)C)=CC1=O
  A = 9.1; B = -0.2; C = -3.4; D = -1.1; E = i; F = 1.4; G = 1.0; H = -5.3; I = -2.9; J = -0.7

CC(O)[C@H](NC(=O)C1CCN(C(=O)[C@H](Cc2ccccc2)NC(=O)OC(C)(C)C)CC1)C(=O)O (stereo not given in full)
  A = -2.9; B = -1.3; C = 0.6; D = -1.2; E = i; F = 1.1; G = -0.8; H = -0.3; I = 1.1; J = -0.8

COC(=O)CSc1nnc(-c2ccc(S(=O)(=O)N3CCCC3)cc2)o1
  A = -5.5; B = -0.6; C = -0.8; D = 0.9; E = i; F = 0.0; G = -1.0; H = 1.6; I = -0.2; J = 2.8

FC(F)(F)c1ccccc1NC1=NCCC1
  A = -11.4; B = -0.2; C = -2.1; D = 1.8; E = i; F = 0.1; G = -1.1; H = -5.2; I = -1.2; J = -0.1

Cc1noc(/C=C/c2ccccc2F)c1S(=O)(=O)N1CCC(C(=O)N2CCN(C)CC2)CC1
  A = 2.5; B = 0.1; C = 2.3; D = 1.1; E = i; F = -1.4; G = -4.7; H = -4.0; I = -31.1; J = -1.2

Cc1cc(C(=O)CSc2nnc(N)s2)c(C)n1Cc1ccco1
  A = -8.4; B = -0.2; C = -4.9; D = -0.8; E = i; F = 1.9; G = 0.6; H = 2.2; I = -1.7; J = -2.6

CC(NC(=O)CN1C(=O)NC(Cc2ccccc2)(Cc2ccccc2)C1=O)C12CC3CC(CC(C3)C1)C2 (stereo not given)
  A = -27.6; B = -0.5; C = -8.2; D = -1.8; E = i; F = -6.3; G = 3.4; H = -12.1; I = -5.0; J = 1.7

FC(F)(F)c1cccc(Sc2nc(-c3ccccc3)nnc2C(F)(F)F)c1
  A = 24.0; B = -0.2; C = 14.9; D = 5.4; E = i; F = -1.8; G = 2.0; H = -10.4; I = 3.3; J = -3.2

O=C(/C=C/c1ccccc1)NC1CC2CCC1C2 (stereo not given)
  A = 3.2; B = 0.0; C = 3.2; D = -3.0; E = i; F = -0.2; G = -1.1; H = -1.2; I = -3.9; J = 0.8

COc1ccc(S(=O)(=O)Nc2ccc3c(c2)C(=O)N([C@H](C)CO)C[C@H](C)[C@@H](CN(C)S(C)(=O)=O)O3)cc1
  A = -6.9; B = -2.3; C = -4.6; D = -1.2; E = i; F = 4.2; G = -2.0; H = 18.3; I = 4.3; J = -5.0

Cc1cc(C)n(CC(=O)N/N=C/c2cc([N+](=O)[O-])ccc2O)n1
  A = -18.8; B = 0.2; C = -3.4; D = -1.4; E = i; F = 9.2; G = -2.8; H = -11.7; I = -16.8; J = 1.4

Cc1cc2c(cc1C)NC1(C[C@H]3CCC(=O)N4CC[C@@H](C1)[C@@H]34)C(=NC(C)(C)CC(C)(C)C)N2 (stereo not given in full)
  A = 5.0; B = -0.5; C = 4.5; D = -2.9; E = i; F = -9.9; G = -0.8; H = -1.6; I = -1.8; J = 3.0

CCNC(=S)NNC(=O)C1CCCCC1
  A = -4.8; B = -0.6; C = -2.6; D = 0.7; E = i; F = 6.1; G = -0.4; H = -2.2; I = 0.5; J = -6.9

CC(=O)Nc1ccc(N(CC(=O)NC2CCCC2)C(=O)CCC(=O)Nc2cc(C)on2)cc1
  A = -6.3; B = 0.0; C = -2.2; D = 0.6; E = i; F = 2.9; G = 0.0; H = 1.4; I = 5.5; J = 1.3

Cc1csc(N/N=C/c2ccccn2)n1
  A = -21.1; B = -1.1; C = 0.9; D = 0.2; E = i; F = -3.3; G = 1.3; H = -5.3; I = -10.8; J = 3.4

FC(F)(F)c1ccccc1Cc1c(-c2cccc(Br)c2)nc2c3ccccc3ccn12
  A = -20.5; B = 0.1; C = 2.5; D = 7.5; E = +; F = -5.5; G = 2.9; H = x; I = 5.0; J = 5.6

Cc1cc(C)c(C)c(S(=O)(=O)NCC(=O)O)c1C
  A = 3.7; B = 0.2; C = -5.8; D = -0.8; E = i; F = 3.4; G = 0.1; H = -2.6; I = 0.0; J = 0.3

O=C1OC(c2ccccc2)=C/C1=C/c1cccs1
  A = 9.8; B = -0.3; C = 4.3; D = -0.8; E = i; F = 2.3; G = 3.4; H = -10.5; I = 4.5; J = -2.6

Cc1ccc(N2CC(C(=O)OCC(=O)c3ccc(C)c([N+](=O)[O-])c3)CC2=O)cc1 (stereo not given)
  A = 0.8; B = 0.2; C = -4.1; D = 1.1; E = i; F = -3.7; G = 0.2; H = -10.9; I = -13.7; J = 1.2

CCNC(=O)CC1C(=O)N(c2ccccc2)C(=O)N1CCc1ccc(OC)cc1 (stereo not given)
  A = -11.7; B = -0.1; C = -5.0; D = -1.4; E = i; F = -3.7; G = -0.7; H = -6.5; I = 1.9; J = -2.8

Cc1ccc(Cn2ncc3c(NN)ncnc32)cc1
  A = -13.5; B = 0.5; C = 7.4; D = -2.4; E = i; F = -3.3; G = -1.5; H = -18.6; I = -0.5; J = 2.2

O=C1CCCC2=C1C(c1ccncc1)c1c(nc(SCc3ccccc3)[nH]c1=O)N2 (stereo not given)
  A = -7.5; B = 0.2; C = 12.0; D = 2.8; E = i; F = 1.9; G = 2.1; H = -1.9; I = 11.4; J = 0.9

COc1cccc(Cn2c(-c3nonc3N)nc3ccccc32)c1
  A = -8.8; B = -1.3; C = -8.6; D = -3.2; E = i; F = -10.4; G = 1.1; H = -4.6; I = 2.1; J = 6.6

COc1ccc(C(O)c2nc(-c3cnc4ccccc4c3)cs2)cc1 (stereo not given)
  A = 1.8; B = -0.3; C = -4.9; D = -1.6; E = i; F = -7.6; G = 1.0; H = x; I = -33.2; J = 2.7

Cc1ccc(C)c(NC(=O)CSc2nnc(-c3ccccc3)n2N)c1
  A = -0.7; B = -1.0; C = 0.5; D = -0.1; E = i; F = 4.4; G = -1.3; H = -13.1; I = -1.4; J = -2.0

(list continues)
Every second line gives: PABP1 MLLE inh	Tb MetRS inh	NadD block	STEP inh	Rpn11 inh	DNMT1 block	LMPTP block	Scp1 inh	SUMO1-SIM PPI	CSN inh
- Cc1ccc(F)c(CNC(=O)C2CCC(=O)N(Cc3ccccn3)C2)c1F (stereo not given)
 : 14.0	-0.7	-3.8	-2.6	i	3.3	-1.7	-8.6	2.5	-2.0
- O=C(Nc1cc(Cl)cc(Cl)c1)Nc1cnccn1
 : 1.9	-0.2	-6.4	-0.2	i	14.4	1.3	1.0	9.0	-3.0
- COc1ccc(N2CCN(c3ncccn3)CC2)cc1
 : -3.6	-0.8	-3.9	0.1	i	8.5	-1.8	22.4	3.3	-1.0
- C#CCNC(=O)C[C@@H]1C[C@@]2(C(=O)OCC)CCCC=C2N(Cc2ccc3c(c2)OCO3)C1=O
 : x	0.1	6.8	x	x	x	1.3	x	1.7	1.0
- O=Nc1c(O)[nH]c2ccc(Cl)cc12
 : -10.2	0.4	6.9	-2.8	i	-2.1	-30.1	-5.7	-9.6	1.0
- CC(C)(C)OC(=O)N1CC(O)CC1C(=O)OCC(=O)c1ccc(-c2ccccc2)cc1 (stereo not given)
 : -116.2	0.4	17.5	-1.5	i	0.9	0.1	48.9	0.2	-6.2
- Cc1ccc(NC(=O)CN2CCCC2c2cccn2C)cc1C (stereo not given)
 : -11.1	-0.5	-0.9	-1.7	i	0.9	2.4	4.7	-1.3	7.2
- O=C(Cc1cccs1)NC(c1ccccc1)c1ccccc1
 : -0.4	-0.4	-3.4	0.7	i	2.4	-0.6	-9.3	-0.9	-4.2
- O=C(NCc1csc(-c2cccs2)n1)C1CCCCC1
 : -8.8	-0.3	-3.8	1.6	i	-4.4	1.1	0.9	-20.1	-6.1
- COc1ccc(CCN2CC(C(=O)N3CCSCC3)CCC2=O)cc1 (stereo not given)
 : -6.9	0.0	6.5	-1.9	i	2.4	-0.6	12.0	-0.3	0.1

A second format for some results above:
molecule	PABP1 MLLE inh	Tb MetRS inh	NadD block	STEP inh	Rpn11 inh	DNMT1 block	LMPTP block	Scp1 inh	SUMO1-SIM PPI	CSN inh
COc1ccc(N2CCN(c3ncccn3)CC2)cc1	-3.6	-0.8	-3.9	0.1	i	8.5	-1.8	22.4	3.3	-1.0
O=C(NCc1csc(-c2cccs2)n1)C1CCCCC1	-8.8	-0.3	-3.8	1.6	i	-4.4	1.1	0.9	-20.1	-6.1
O=Nc1c(O)[nH]c2ccc(Cl)cc12	-10.2	0.4	6.9	-2.8	i	-2.1	-30.1	-5.7	-9.6	1.0
O=C(Nc1cc(Cl)cc(Cl)c1)Nc1cnccn1	1.9	-0.2	-6.4	-0.2	i	14.4	1.3	1.0	9.0	-3.0

New compounds follow.
Every second line gives: PABP1 MLLE inh	Tb MetRS inh	NadD block	STEP inh	Rpn11 inh	DNMT1 block	LMPTP block	Scp1 inh	SUMO1-SIM PPI	CSN inh
- CN(CCNC(=O)c1cc2c(-c3ccccc3F)nn(C)c2s1)C1CCCCC1
 : 4.3	-0.6	-11.5	1.5	i	-1.2	2.0	-4.0	-2.7	-3.7
- O=C(COC(=O)c1cccnc1Cl)NCCc1ccccc1
 : 15.4	-0.3	1.2	-4.5	i	-2.2	0.0	-4.3	-0.9	0.0
- C1CCC2=NCCCN2CC1
 : 3.9	0.1	0.0	0.7	i	0.6	-2.1	-0.3	-1.7	-0.6
- Cc1ccc2c(C)c(C)c(=O)n(C)c2c1
 : -10.9	-0.4	-3.8	3.1	i	3.0	0.8	-2.8	-2.9	-4.5
- COc1ccc(C(=O)COC(=O)[C@H](C)Nc2ccc(C(F)(F)F)cc2[N+](=O)[O-])cc1
 : -6.3	-0.4	-0.8	0.5	i	1.9	-0.5	-4.8	-1.1	7.0
- CN(C(=S)NC(=O)c1ccccc1)c1c(N)n(Cc2ccccc2)c(=O)[nH]c1=O
 : 40.1*	-0.4	-4.0	0.1	i	-0.4	-0.3	-7.4	1.8	4.5
- Cc1c(N2C(=O)CSC2=S)c(=O)n(-c2ccccc2)n1C
 : 18.4	-0.7	-6.4	5.8	i	-0.4	0.7	-2.5	-1.7	-2.3
- Cc1noc(C)c1C(=O)Nc1c(F)cc(F)cc1Br
 : 2.3	-0.2	-3.8	-10.7	i	13.3	-2.3	-0.3	-0.4	3.0

From PubChem
